GCN5L2 inh = inhibitors of human GCN5L2 histone acetyltransferase; hit rate 0.21% among 390,000; Potency, µM (top dose mostly 58.9 µM), for inactives: top-dose activity change, negative = inhibition, usual class: inhibitors; GCN5L2 HAT assay, ThioGlo1 CoA-SH fluorescence
Target sequence (Q92830 whole entry, looked up): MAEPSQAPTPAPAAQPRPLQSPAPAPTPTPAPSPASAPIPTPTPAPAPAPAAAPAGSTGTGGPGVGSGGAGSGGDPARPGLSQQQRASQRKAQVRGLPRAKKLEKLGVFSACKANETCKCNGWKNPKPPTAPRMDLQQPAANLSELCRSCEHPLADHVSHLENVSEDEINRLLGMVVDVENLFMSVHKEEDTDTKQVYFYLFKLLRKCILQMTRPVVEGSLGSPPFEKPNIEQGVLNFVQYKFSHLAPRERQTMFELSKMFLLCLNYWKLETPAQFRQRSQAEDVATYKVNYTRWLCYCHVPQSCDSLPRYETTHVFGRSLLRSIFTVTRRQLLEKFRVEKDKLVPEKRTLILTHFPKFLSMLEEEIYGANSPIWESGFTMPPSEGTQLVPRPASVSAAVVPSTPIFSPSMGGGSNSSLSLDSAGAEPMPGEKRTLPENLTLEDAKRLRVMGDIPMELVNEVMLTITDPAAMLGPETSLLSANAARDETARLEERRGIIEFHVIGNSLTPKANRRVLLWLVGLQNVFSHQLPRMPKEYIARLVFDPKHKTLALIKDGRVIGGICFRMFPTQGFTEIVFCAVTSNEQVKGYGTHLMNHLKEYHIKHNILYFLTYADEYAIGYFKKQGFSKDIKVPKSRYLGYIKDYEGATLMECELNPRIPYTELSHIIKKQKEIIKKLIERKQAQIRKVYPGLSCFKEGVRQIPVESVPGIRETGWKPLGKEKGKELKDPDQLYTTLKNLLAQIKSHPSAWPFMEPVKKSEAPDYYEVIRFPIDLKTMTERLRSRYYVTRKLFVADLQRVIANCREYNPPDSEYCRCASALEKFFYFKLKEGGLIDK
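Compounds, pin-transferred from DMSO stocks, meet 20nM GCN5L2 for 15 min before the reaction begins with H3(1-25) peptide (75uM) and acetyl-CoA (70uM). Thiol-reactive ThioGlo1 reports CoA release over 20 min at room temperature.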
FEN1 inhibitor = human FEN1 inhibition; Recombinant FEN1 flap cleavage, fluorescence, 15 min; Potency, µM (top dose mostly 114 µM), for the others: at the top dose activity change, negative = inhibition, hits mostly inhibitors; hit rate 0.35% among 390,000; further: nearly all actives have a fitted effect of over 65% in size
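With each library titrated from low to high concentration, compounds met 10 nM FEN1 for 15 min at room temperature before 50 nM substrate was added; readings at 0 and 15 min fed four-parameter Hill curve fits.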
N370S GC mod = N370S glucocerebrosidase modulation, Gaucher chaperone candidate. hit rate 0.092% among 330,000. Potency, µM (series often up to 59.4 µM), inactives show top-dose activity change, negative = inhibition, most hits filed as inhibitors. N370S GC spleen homogenate, 4MU-glucoside fluorescence. AID 2101;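 further: 0% = full enzyme activity and -100% = no enzyme basal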
An asterisk follows results filed as active; ? = inconclusive; nt = not tested or not shown; & = joins results of further samples; [ ] = dose if it differs, or a comment. The call rests on the fitted dose curve; in most records, active means well fitted curve in the direction sought with a large enough effect; inconclusive means small, poorly fitted or top-dose-only effect, or another doubt; inactive means no such curve, though single readings can be large; an effect the other way counts as inactive or inconclusive. Unless noted, on the % scale 0 is the no-effect control and ±100 the full control effect; potency means the concentration at half of the fitted maximal effect. Only part of the results is shown, so the mix of outcomes need not match the whole.

SMILES	GCN5L2 inh	FEN1 inhibitor	N370S GC mod
COc1cc(/C=C2\SC(N3CCc4ccccc4C3)=NC2=O)cc(OC)c1OC	-1%	-1%	3%
CCn1ncc(C2=NOC(C(=O)N3CCN(c4ccccc4)CC3)C2)c1C (stereo not given)	-3%	-2%	-19%
COc1ccccc1C1/C(=C(/O)c2ccc(Cl)cc2)C(=O)C(=O)N1CCN1CCOCC1 (stereo not given)	-7%	-1%	-3%
CCn1cc(C(=O)N2CCN(c3ccc(OC)cc3)CC2)c(=O)c2cc(S(=O)(=O)N3CCOCC3)ccc21	-2%&-7%	-7%&16%	-1%
CCOC(=O)c1nc(Nc2ccc(N3CCOCC3)cc2)c2ccccc2n1	?	-2%	-2%
CCN1C(=O)[C@H]2[C@@H](c3ccc(Cl)cc3)N3C(=O)CN(Cc4ccccc4)C(=O)[C@@]3(C)[C@H]2C1=O	3%	-10%	1%
CCCn1nc(NC(=O)C(C)C)c2cc3cc(OC)ccc3nc21	-2%	20%	-2%
CCOc1cc(C2NN=C(c3ccccc3)S2)ccc1OCc1ccc(F)cc1 (stereo not given)	-9%	11%	-25%
COc1ccc(N(CC(=O)NCc2ccccc2OC)S(=O)(=O)c2ccccc2[N+](=O)[O-])c(OC)c1	-2%	-5%	1%
CCn1c2ccccc2c2cc(/C=N/NC(=O)c3ccccc3C)ccc21	-6%	-4%	2%
COc1ccccc1Nc1nc(C)c(C(=O)Nc2ccccc2)s1	2%	-1%	12%
NC(=O)c1ccc(NC(=O)COC(=O)c2ccc([N+](=O)[O-])cc2)cc1	-5%	-1%	-11%
NC(=O)C1CCN(C(=O)C(=O)c2cn(CC(=O)N3CCCC3)c3ccccc23)CC1	-2%	5%	-16%
CCOc1ccc(-c2c(C(=O)N/N=C/c3c[nH]c4ccccc34)nnn2-c2nonc2N)cc1	?	0%	-12%
Cc1ccc(S(=O)(=O)NCCNC(C)c2ccc(Br)cc2)cc1 (stereo not given)	-5%	-4%	nt
COc1ccc(OC)c(NC(=O)CCc2c(C)nc3c(-c4ccccc4)c(C)nn3c2C)c1	-13%	?	nt
COc1ccccc1NC(=O)C(C)OC(=O)CCC1CCCCC1 (stereo not given)	-5%	?	10%
Cc1c(Nc2ncnc3nc[nH]c23)c(=O)n(-c2ccccc2)n1C	-5%	-10%	6%
COc1cc(C(C)=O)ccc1OCC(O)CN1CCN(S(=O)(=O)c2ccccc2)CC1 (stereo not given)	-8%	-7%	-1%
CCOC(=O)C1=C(C)NC(SCC(=O)O)=NC1c1ccccc1 (stereo not given)	-13%	-17%	?
O=C(O)c1cc(NS(=O)(=O)c2cccc3nsnc23)cc(C(=O)O)c1	2%	-4%	-5%
COc1ccc(/C(N)=N/OC(=O)c2cccs2)cc1	-2%	-1%	1%
O=C(Nc1ccccc1C(=O)N1CCCCCC1)c1ccc(F)cc1	-15%	-19%	12%
O=C1Nc2ccccc2/C1=N/c1sc2c(c1C(=O)NCCc1ccccc1)CCCC2	-2%	-6%	5%
CC(C#N)OC(=O)c1cccnc1SCC(=O)Nc1ccc2c(c1)OCO2 (stereo not given)	-3%	-15%	nt
CCOc1ccc(Nc2nc(Cc3nnc(SCC(N)=O)o3)cs2)cc1	-2%	0%	3%
Cc1cccc(S(=O)Cc2ccc(C(=O)N3CCOCC3)o2)c1 (stereo not given)	-22%	-4%	-2%
O=C1NC[C@H](c2ccccc2)OC(=O)[C@H](Cc2ccc(F)cc2)C/C=C\C[C@@H]1CC(=O)N(CCO)Cc1ccccc1	-6%	-22%	nt
COc1ccc(-c2cc(C)no2)cc1S(=O)(=O)N1CCN(c2ccc([N+](=O)[O-])cc2)CC1	-1%	-15%	6%
CC1CCCC(NC(=O)C2CCN(C(=O)Nc3ccccc3)CC2)C1C (stereo not given)	-6%	-1%	-2%
CN(C(=O)COC(=O)c1ccc2c(c1)NC(=O)CS2)C1CCS(=O)(=O)C1 (stereo not given)	-4%	6%	-9%
CCN1CCCC(CO)(Cc2ccccc2)C1 (stereo not given)	3%	2%	-26%
C=CCOC(=O)/C(=C/c1ccco1)NC(=O)/C=C/c1ccccc1	-23%[0.501 µM]	-17%	5%
O=C(O)c1cccnc1SC1CC(=O)N(CCc2ccccc2)C1=O (stereo not given)	-11%	-16%	-17%
Cc1ccc2nc(/C(C#N)=C\c3ccc([N+](=O)[O-])o3)[nH]c2c1	3%	1%	-4%
O=C(CCCc1nc2ccccc2s1)NC(c1ccccc1)c1ccccc1	-3%	0%	1%
O=c1[nH]c(/C(Cl)=C/c2c(F)cccc2Cl)nc2cc(Cl)ccc12	-1%	0%	7%
COc1ccc(NC2=NC(C)(CO)CS2)cc1 (stereo not given)	-2%	-3%	1%
COc1ccccc1C(=O)NC(=O)COc1ccc([N+](=O)[O-])cc1	-16%	-13%	2%
O=c1cnc2cnc(Oc3cccc(Cl)c3)nc2n1CCc1ccccc1	-4%	nt	19%
COc1ccccc1/C=C/C(=O)NC(=S)N(C)C1CCCCC1	-30%	7%	24%
CCn1c(CCCc2ccc(OC)c(C)c2)n[nH]c1=S	3%	4%	6%
Cc1cc(C)n2nc(C(=O)N/N=C/c3ccccc3Cl)nc2n1	2%	-1%	1%
COc1cccc(C(C(=O)NC2CCCC2)N(Cc2cccnc2)C(=O)Cc2cccs2)c1 (stereo not given)	-18%	-7%	-3%
CCOc1cccc(CC(=O)NCc2ccc3c(c2)CCN3C(C)=O)c1OCC	-3%	-2%	nt
CCOC(=O)c1ccc2nc(Nc3nc4ccc(F)cc4s3)sc2c1	-1%	-2%	8%
O=C(COc1cccc2ccccc12)N/N=C/c1ccco1	-4%	-18%	2%
CCCn1nnc(NC(=O)c2ccccc2Br)n1	-4%	4%	3%
CN(C(=O)c1cccc(C#N)c1)c1nnc(C2CCOC2)s1 (stereo not given)	-3%	1%	2%
COc1ccc(NC(=O)CN2C(=O)NC(c3ccccc3)(c3ccccc3)C2=O)cc1	-11%	-23%	2%
COc1ccc(-c2[nH]ncc2CNC(C)c2ccccc2Cl)cc1F (stereo not given)	6%	-6%	-14%
C/C=C/c1ccc(OCC(=O)OCC)c(OC)c1	-7%	17%	-11%
CC(C)(C)C(=O)Nc1ccc2oc(-c3cc(F)c(F)cc3Cl)nc2c1	-7%	-2%	8%
NC(=O)c1ccc[n+](CC(=O)c2ccc(NC(=O)c3ccccc3)cc2)c1	-22%	0%	5%
O=C(O)c1ccccc1NS(=O)(=O)c1ccccc1C(F)(F)F	-6%	1%	7%
Clc1ccc(Oc2cccc(/C=N/n3cnnc3)c2)cc1	-11%	-14%	-14%
O=S(=O)(NCc1ccccc1Cl)c1ccc(N2CCCCS2(=O)=O)cc1	21%	3%	nt
CCCc1cc(=O)[nH]c(SCC(=O)c2cc(C)n(C3CC3)c2C)n1	-15%	0%	12%
O=C(Cc1ccc(Cl)cc1)NCC(c1cccs1)S(=O)(=O)c1ccc(F)cc1 (stereo not given)	-8%	-13%	nt
CCN(CC)CC(C)CNC(=O)CC(C(=O)N1CCc2ccccc21)n1ccnc1 (stereo not given)	6%	-1%	4%

In a second layout: results already given
structure | GCN5L2 inh | FEN1 inhibitor | N370S GC mod
COc1cccc(C(C(=O)NC2CCCC2)N(Cc2cccnc2)C(=O)Cc2cccs2)c1 (stereo not given) | -18% | -7% | -3%
CCOc1cccc(CC(=O)NCc2ccc3c(c2)CCN3C(C)=O)c1OCC | -3% | -2% | nt
CCOC(=O)c1ccc2nc(Nc3nc4ccc(F)cc4s3)sc2c1 | -1% | -2% | 8%
O=C(COc1cccc2ccccc12)N/N=C/c1ccco1 | -4% | -18% | 2%
CCCn1nnc(NC(=O)c2ccccc2Br)n1 | -4% | 4% | 3%
CN(C(=O)c1cccc(C#N)c1)c1nnc(C2CCOC2)s1 (stereo not given) | -3% | 1% | 2%
COc1ccc(NC(=O)CN2C(=O)NC(c3ccccc3)(c3ccccc3)C2=O)cc1 | -11% | -23% | 2%
COc1ccc(-c2[nH]ncc2CNC(C)c2ccccc2Cl)cc1F (stereo not given) | 6% | -6% | -14%
C/C=C/c1ccc(OCC(=O)OCC)c(OC)c1 | -7% | 17% | -11%
CC(C)(C)C(=O)Nc1ccc2oc(-c3cc(F)c(F)cc3Cl)nc2c1 | -7% | -2% | 8%
NC(=O)c1ccc[n+](CC(=O)c2ccc(NC(=O)c3ccccc3)cc2)c1 | -22% | 0% | 5%
O=C(O)c1ccccc1NS(=O)(=O)c1ccccc1C(F)(F)F | -6% | 1% | 7%
Clc1ccc(Oc2cccc(/C=N/n3cnnc3)c2)cc1 | -11% | -14% | -14%

The main list resumes with the two entries that preceded the break.
SMILES	GCN5L2 inh	FEN1 inhibitor	N370S GC mod
O=C(Cc1ccc(Cl)cc1)NCC(c1cccs1)S(=O)(=O)c1ccc(F)cc1 (stereo not given)	-8%	-13%	nt
CCN(CC)CC(C)CNC(=O)CC(C(=O)N1CCc2ccccc21)n1ccnc1 (stereo not given)	6%	-1%	4%
CCc1ccccc1NC(=O)/C(=C/c1ccccc1)c1ccccc1	-9%	5%	15%
O=C(c1ccc([N+](=O)[O-])s1)N1CCN(c2ccc(C(F)(F)F)cn2)CC1	-3%	13%	2%
Clc1ccc(CCNc2ncnc3c2nnn3Cc2ccccc2)cc1	-4%	1%	-3%
O=C(NCC(c1ccco1)S(=O)(=O)c1cccs1)c1ccccc1 (stereo not given)	-14%	18%	nt
Cc1[nH]n(-c2nc(-c3ccc(Cl)cc3)cs2)c(=O)c1N=Nc1ccc(O)cc1	0%	35%[activator]	10%
O=C(OCCN1CCN(c2ncc(C(F)(F)F)cc2Cl)CC1)c1ccc(Cl)cc1	-9%	-1%	2%
CN1C[C@@H]2C(c3ccc(Cl)nc3)C3(c4ccc(C#N)cc4)CC2(C3)[C@H]1c1ccccc1 (stereo not given in full)	0%	-16%	-4%&-8%
CCC(CO)Oc1cc(NC(=O)c2ccccc2F)c2ncn(C(C)C)c2c1 (stereo not given)	-10%	-1%	nt
O=C(/C=C/c1ccccc1)NCCS(=O)(=O)N1CCN(c2ccccc2F)CC1	?	0%	-3%
CCc1ccc(S(=O)(=O)NCc2cccnc2)cc1	-29%	0%	-18%
CCOC(=O)c1nonc1NC(C)=O	-2%	-12%	2%
CC(C)c1ccc(NC(=O)[C@H]2O[C@@H]3OC(C)(C)O[C@@H]3[C@H]3OC(C)(C)O[C@H]32)cc1	-8%	-3%	nt
Cc1cc(C)n2nc(SCC(N)=O)nc2n1	-6%	4%	8%
COc1ccccc1Cn1c(=S)[nH]c2cc(C(=O)NCCN(C)C)ccc2c1=O	-1%	0%	-10%
CN(CC(=O)Nc1ccccc1Cl)C(=O)CN1C(=O)C2CC=CCC2C1=O (stereo not given)	-3%	13%	nt
CCOc1ccccc1-c1nn2c(Cc3ccccc3)nnc2s1	-6%	-18%	0%
COc1cc2c(cc1OC)C(C(=O)Nc1ccccn1)C(c1cccnc1)N(C)C2=O (stereo not given)	-9%	-1%	21%
CCOC(=O)C(=O)Nc1ccc(Oc2ccccc2)cc1	-8%	-4%	8%
O=C(Nc1ccc(Br)cc1Cl)NC1CC1	-4%	8%	-3%
O=C(CCc1ccccc1)Nc1ccncc1	-11%	2%	2%
CCS(=O)(=O)N1Cc2ccccc2CC1C(=O)N(C)Cc1ccc(OC)cc1OC (stereo not given)	0%	-6%	5%
CCOC(=O)C1=C(C)N(C)C(=O)NC1c1cccc2ccccc12 (stereo not given)	?	-2%	-1%
CC1(C)C(=O)OC(/C=C\c2cccc([N+](=O)[O-])c2)C(C)(C)C1=O (stereo not given)	-6%	-6%	4%
CCOc1ccccc1OCC(=O)Nc1cccc(S(=O)(=O)NC2=NCCCCC2)c1	5%	-5%	nt
COC(=O)c1ccc(OCCOc2ccc(C(=O)OC)cc2)cc1	2%	-3%	nt
O=C(CSc1ccc2nc(-c3ccccc3)cn2n1)Nc1cccc(F)c1	-6%	1%	nt
CC1CCN(C(=O)C2CCN(CC(C)c3ccccc3)CC2)CC1 (stereo not given)	-6%	2%	15%
CC(=O)NC(O)C(=O)c1ccccc1 (stereo not given)	-6%	8%	2%
O=C(COC(=O)c1cc2c(s1)CCCCC2)NC1CCS(=O)(=O)C1 (stereo not given)	-12%	-4%	-13%
CSc1nnc(-c2ccc(F)cc2)o1	-2%	-4%	1%
CC(C)(C#N)Nc1ccccc1	6%	-13%	2%
CCn1nc(C)c(CN2CCN(Cc3cccc(OC)c3)C(CCO)C2)c1C (stereo not given)	-1%	3%	2%
CCc1ccc(NC(=O)c2nnn(Cc3cccc(C(F)(F)F)c3)c2N)cc1	-5%	-5%	nt
Cc1cc(SCC(=O)OCC(=O)NCc2ccc3c(c2)OCO3)c(C)cc1Br	-11%	-18%	-8%
COc1ccc(OC)c(CN2CCN(C(=O)c3cccc4ccccc34)CC2)c1	-12%	-4%	-3%
CC(C)c1cccc(OCCN2CCCC2)c1	-4%	-1%	-20%
NC(=O)c1ccc(NC(=O)COC(=O)CC2CC3CCC2C3)cc1 (stereo not given)	-1%	-18%	nt
O=C1c2cccc3c([N+](=O)[O-])ccc(c23)C(=O)N1Cc1cccnc1	-2%	?	-8%
CN(CC(=O)N1CCc2ccccc21)S(=O)(=O)c1ccc(Cl)cc1	-6%	1%	9%
CCOc1ccc(NC(N)=O)cc1OCC	-1%	11%	15%
CC(=O)OCCCN1C(=O)c2ccc(Br)cc2C1=O	-13%	-12%	5%
